High-throughput results from PubChem.
Epigenetic reg – regulators of epigenetic silencing causing reporter derepression in mouse cells; murine LDR cells, GFP reporter derepression, 30 h; Potency, µM (series often up to 53.9 µM), for inactives: at the top dose GFP activation, actives largely listed as activators; actives 0.2% (n = 280,000); also: % of control where 0% means no effect; nearly all actives have a fitted effect of over 60% in size
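In this reporter-derepression format, murine cells bearing a silenced integrated CMV-GFP locus incubate with test compound (30 h, 37 C), then are washed and imaged; fluorescent objects of 20–120 um count as induced cells.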
ALDH1A1 inh – blocks purified human ALDH1A1 activity. P00352. AID 1030. Potency, µM (series often up to 75.3 µM), for the others: at the highest dose activity, negative = inhibition, actives largely listed as inhibitors. Purified ALDH1A1, NADH fluorescence, propionaldehyde substrate. actives 7.3% (n = 220,000); active = well fitted inhibition curve with a large enough effect, not every such curve was filed as active; inconclusive = small, poorly fitted or top-dose-only effect, or another doubt; inactive = no such curve, though single readings can be large or run the other way;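 also: plate controls were no enzyme wells and a reference inhibitor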
Target sequence (P00352 whole entry, looked up): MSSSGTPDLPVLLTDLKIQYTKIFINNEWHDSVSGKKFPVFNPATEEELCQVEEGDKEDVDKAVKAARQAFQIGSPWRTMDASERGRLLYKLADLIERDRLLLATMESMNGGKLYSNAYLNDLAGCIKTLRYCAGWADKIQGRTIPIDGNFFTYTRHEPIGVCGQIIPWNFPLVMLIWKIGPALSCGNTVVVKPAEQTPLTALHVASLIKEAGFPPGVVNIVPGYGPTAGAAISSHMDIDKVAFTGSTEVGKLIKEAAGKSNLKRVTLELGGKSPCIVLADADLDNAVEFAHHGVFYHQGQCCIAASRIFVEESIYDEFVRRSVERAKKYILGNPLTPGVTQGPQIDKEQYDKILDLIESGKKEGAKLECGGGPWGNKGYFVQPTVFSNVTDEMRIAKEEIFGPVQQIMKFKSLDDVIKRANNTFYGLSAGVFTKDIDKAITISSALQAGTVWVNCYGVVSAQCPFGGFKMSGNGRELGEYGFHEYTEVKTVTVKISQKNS
Tau fluor counter – counter-screen for tau fibril formation inhibitors. tau K18 P301L Alexa594 fluorescence, heparin fibrillization. Potency, µM (doses to about 57.7 µM), inactives show at the highest dose activity change, negative = decrease. actives 0.93% (n = 280,000). AID 1463; also: % is scaled to controls: 0 for no effect and ±100 for the full control effect; nearly all actives have a fitted effect of over 55% in size
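Human tau K18 P301L (15 uM unlabeled, 0.24 uM Alexa 594-labeled) in 100 mM sodium acetate pH 7 with 20 uM heparin, 6 hr at 37 C. ThT 30 uM added, 1 hr ambient; Alexa 594 FP and total fluorescence read at 555/632 nm.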
aGal spleen mod – alpha-galactosidase A (human) modulation. P06280. human spleen homogenate, 4MU-alpha-Gal fluorescence, 40 min. Potency, µM (titrated, usually from 80 µM), for inactives: top-dose activity change, negative = inhibition, hits mostly inhibitors. actives 0.008% (n = 240,000). AID 2107;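 also: 0% = enzyme with vehicle and -100% = no enzyme basal signal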
Target sequence (P06280 32-429 limits assumed): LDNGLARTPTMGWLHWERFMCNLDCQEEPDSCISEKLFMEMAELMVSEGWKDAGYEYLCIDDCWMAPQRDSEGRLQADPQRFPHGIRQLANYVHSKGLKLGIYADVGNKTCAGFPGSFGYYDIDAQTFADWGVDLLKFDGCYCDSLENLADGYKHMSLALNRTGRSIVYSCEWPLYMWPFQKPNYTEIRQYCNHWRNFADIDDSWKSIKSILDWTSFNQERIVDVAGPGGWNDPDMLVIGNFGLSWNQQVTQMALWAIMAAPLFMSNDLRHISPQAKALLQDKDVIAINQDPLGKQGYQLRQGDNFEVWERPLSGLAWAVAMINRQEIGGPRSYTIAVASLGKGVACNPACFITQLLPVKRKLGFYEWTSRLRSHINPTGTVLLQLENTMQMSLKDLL
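Human spleen homogenate (1 ug) was the enzyme source, with 4-methylumbelliferyl-alpha-D-galactopyranoside (1 mM final) in pH 5.0 citrate buffer with 0.01% Tween-20. Compounds were titrated; after 40 min at 37C, NaOH/glycine stop, 4-MU fluorescence read; AC50 from Hill fits.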
GAA glycogen mod – GAA glycogen-cleavage inhibition or activation; recombinant GAA, glycogen substrate, Amplex Red glucose oxidase fluorescence; P10253; Potency, µM (doses to about 76.4 µM), for the others: top-dose activity change, negative = inhibition, hits mostly inhibitors; actives 0.38% (n = 300,000);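 also: 0% = full enzyme reaction and -100% = no-enzyme basal signal; the screen sought inhibitors and activators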
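Recombinant human alpha-glucosidase (4 nM final) hydrolysed bovine liver glycogen (30 ug) for 40 min at 37 C in pH 5.0 citrate/phosphate with 0.01% Tween-20. Released glucose detected by glucose oxidase/Amplex Red, Ex 573/Em 610 nm. Compounds up to 77 uM; AC50 from Hill fits.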
aGlu spleen mod – inhibits or activates alpha-glucosidase in human spleen homogenate; P10253; AID 2112; actives 0.006% (n = 240,000); human spleen homogenate, 4-MU-alpha-glucoside fluorescence; Potency, µM (highest dose often 79.9 µM), for the others: top-dose activity change, negative = inhibition, hits mostly inhibitors;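 also: 0% = enzyme with vehicle and -100% = no enzyme basal signal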
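Human spleen homogenate (1 ug) with 4-methylumbelliferyl-alpha-D-glucopyranoside (1 mM final) in 50 mM citrate/phosphate pH 5.0, 0.01% Tween-20; 40 min at 37 C. Stopped at pH 10; 4-MU fluorescence Ex 365/Em 440 nm; AC50 by Hill fit.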
GAA inhib – blocks human lysosomal alpha-glucosidase. P10253. purified human GAA, 4-MU-alpha-glucoside fluorescence. Potency, µM (series often up to 76.9 µM), inactives show at the highest dose activity change, negative = inhibition, actives largely listed as inhibitors. actives 0.005% (n = 200,000);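 also: plate controls were uninhibited enzyme wells for no effect and no-enzyme background for full effect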
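Fluorescence at Ex 365/Em 440 nm from 4-methylumbelliferone reported enzyme activity after 20 min at room temperature. Reactions used 4 nM enzyme and 400 uM substrate at pH 5.0; curves fitted with the Hill equation.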
NPSR antag – blocks cAMP signaling of the human neuropeptide S receptor; Q6W5P4; CHO-NPSR cells, cAMP TR-FRET, antagonist mode; Potency, µM (series often up to 38.3 µM), without a hit: at the top dose activity change, negative = inhibition, usual class: inhibitors; actives 1% (n = 220,000); AID 1461; also: % is scaled to controls: 0 for no effect and ±100 for the full control effect; nearly all actives have a fitted effect of over 50% in size; many of its hits are not listed in these tables
* hit, by the source's call; ? = inconclusive; . = not tested or not shown; & = joins results of further samples; [ ] = another dose, or the depositor's remark. Unless noted, calls follow the shape of the dose curve; as a rule, active = well fitted curve in the direction sought with a large enough effect; inconclusive = small, poorly fitted or top-dose-only effect, or another doubt; inactive = no such curve, though single readings can be large; an effect the other way counts as inactive or inconclusive. Potency is read from the fitted curve at half-maximal effect. This is a subset. The share of hits here may be higher or lower than overall.

compound	Epigenetic reg	ALDH1A1 inh	Tau fluor counter	aGal spleen mod	GAA glycogen mod	aGlu spleen mod	GAA inhib	NPSR antag
CC1CCCCC1n1c(=S)[nH]c2ccccc2c1=O (stereo unspecified)	1.2%	4%	-29%	5%	-8%	-6%	-8%	?
Cc1cc(C)cc(Nc2c3c(nc4ncnn24)CCC3)c1	3.8%	3%	-12%	-2%	12%	-5%	?	30%
COc1ccc(S(=O)(=O)n2ccc(C(C)Oc3ccc(-c4ccccc4)c(F)c3)n2)cc1 (stereo unspecified)	2.4%	8%	-24%	0%	-12%	-4%	-1%	-16%[46.1 µM]
Cc1nc(SCC(=O)NC(C)c2ccccc2)c2oc3ccccc3c2n1 (stereo unspecified)	1.4%	-7%	-14%	-11%	7%	-7%	-4%	1%[46.1 µM]
Cc1ccc(OCC(=O)NC(=S)Nc2cccc(NC(=O)c3ccccc3Cl)c2)cc1	-3.2%	13µM*	-12%	-8%	6%	-6%	5%	-27%
COc1ccc(-c2nnco2)cc1OC	1.2%	?	2%	5%	6%	4%	-1%	-9%[46.1 µM]
COc1cccc(C(=O)O/N=C/c2ccc(Sc3ccc(C)cc3)nc2)c1	-2.5%	?	-6%	4%	-3%	-2%	-5%	0%[46.1 µM]
CCOc1cccc(/C=C/c2ccc3ccccc3n2)c1OC(C)=O	-0.9%[10.1 µM]	?	21%	-8%	-21%	-4%	-4%	-42%
Cc1nc2ccc(NS(=O)(=O)c3c(C)c(C)cc(C)c3C)cc2s1	2.8%	-15%	-28%	-8%	-9%	-2%	0%	-30%[46.1 µM]
Cc1ccc(NC(=S)NC(=O)/C=C/c2ccc(Cl)cc2)cc1	-1.0%	?	-2%	8%	19%	-2%	3%	18%
O=[N+]([O-])c1ccc(Sc2cccc3cccnc23)c2cccnc12	?	5%	-29%	17%	-8%	-16%	?	?
COC(=O)c1ccccc1NC(=O)N1CCN(S(=O)(=O)c2ccc(Cl)cc2)CC1	-1.1%	?	-16%	0%	-4%	-6%	-9%	7%[46.1 µM]

The listing continues:
compound	Epigenetic reg	ALDH1A1 inh	Tau fluor counter	aGal spleen mod	GAA glycogen mod	aGlu spleen mod	GAA inhib	NPSR antag
CC(=O)Nc1cccc(NC(=O)c2c(-c3ccccc3Cl)noc2C)c1	-1.0%	-3%	2%	10%	2%	1%	4%	-2%[46.1 µM]
COc1ccc(N2C(=O)CC(NNC(=O)c3cccnc3)C2=O)cc1 (stereo unspecified)	-1.2%	.	-1%	1%	?	-2%	.	11%
Cc1ccc2nsnc2c1NC(=O)c1cccnc1Cl	-1.0%	7%	-6%	3%	3%	-7%	-6%	9%
COc1cc(SC#N)ccc1N=Cc1c(C)[nH]n(-c2ccc(C)c(C)c2)c1=O	0.0%	0.28µM*	-19%	1%	2%	0%	-3%	5µM*
COc1ccc(OC)c(C(=O)COC(=O)CNC(=O)c2ccccc2)c1	1.2%	-13%	-5%	0%	17%	-4%	1%	-15%[46.1 µM]
O=C(O)C(C(=O)O)=C1C2CC3CC(C2)CC1C3	1.0%	.	13%	3%	-4%	1%	.	9%
Cn1c(=O)c(/C=C/c2ccccc2)nc2ccccc21	0.0%	?	-18%	-3%	-8%	-6%	?	-18%
CCCCc1ccc(NC(=S)NCCN2CCOCC2)cc1	-0.6%	9%	-5%	-4%	4%	-2%	4%	0%
Cc1cc(C)nc(SCC(=O)Nc2ncc(Cc3cccc(Cl)c3)s2)n1	-3.2%	10%	-20%	-12%	-4%	-20%	5%	-41%
N/C(=N\NC(=O)c1cccc(F)c1)c1cc2ccccc2oc1=O	-0.3%	3%	-18%	1%	6%	-1%	-8%[15.4 µM]	8%
Oc1cccc(/C=N/Nc2nn3cnnc3c3ccccc23)c1	2.9%	.	-6%	0%	-8%	1%	.	10%
CCc1nnc(NC(=O)CSc2nnc(CSc3nc(C)cc(C)n3)o2)s1	-0.7%	-6%	-5%	-11%	?	-8%	4%	-4%[46.1 µM]

Further structures
compound	Epigenetic reg	ALDH1A1 inh	Tau fluor counter	aGal spleen mod	GAA glycogen mod	aGlu spleen mod	GAA inhib	NPSR antag
COC(=O)C1=C(C(=O)OC)[C@@H]2N(C)c3ccccc3[C@@]23C[C@@H](C(=O)OC)N(S(=O)(=O)c2ccc([N+](=O)[O-])cc2)C3=N1	.	2%[13.5 µM]	-22%[11.6 µM]	11%[17.5 µM]	.	-4%[17.4 µM]	.	.
COC(=O)[C@H](Cc1ccccc1)NC(=O)[C@H]1C[C@@H]1[C@H](NC(=O)OCc1ccccc1)c1ccccc1	2.3%	-4%	6%	2%	.	-5%	.	.
O=C1CCC/C(=N\NC(=O)NC2CCCCC2)C1	-0.3%	2%	-7%	8%	?	8%	6%	25%
COC(=O)C1=CN(C(C)C)C=C(C(=O)OC)C1c1cc2c(cc1Br)OCO2	-6.3%	?	-2%	?	-6%	12%	?	-17%[46.1 µM]
CC1CCN(CCCNC(=O)COc2cc(=O)n(C)c3ccccc23)CC1	-1.0%	-1%	3%	-1%	9%	-3%	-10%	-3%[46.1 µM]
CC(=O)c1cccc(N(C(=O)c2ccco2)C(C(=O)NC2CCCC2)c2ccc(N3CCOCC3)cc2)c1 (stereo unspecified)	-3.1%	3%	-5%	1%	-12%	5%	-1%	2%
Cc1ccc(C)c(N2CC(O)(c3cccs3)[N+]3=C2CCCC3)c1 (stereo unspecified)	0.4%	14%	-1%	-1%	5%	0%	-4%	1%
COc1cccc(/C=N/NC(=S)NC2CC3CCC2C3)c1OC (stereo unspecified)	1.3%	?	-21%	2%	5%	-4%	-5%	?
CCOC(=O)c1c(/N=C/N(C)C)sc(/C=N/Nc2ccccc2)c1-c1ccccc1	10µM*	25µM*	?	0%	-2%	1%	5%	-1%
O=C(CCl)Nc1ccccc1Sc1ccc(Cl)cc1	0.0%	4µM*	-12%	-3%	3%	-8%	0%	?
COc1ccc(C(CCN2CCCC(C)C2)c2c(OC)cc(OC)c3c(-c4ccccc4)cc(=O)oc23)cc1 (stereo unspecified)	1.1%	.	-18%	-6%&7%	-3%	2%&6%	.	?
NC[C@@]12CCCC1C1CCC2C1 (stereo partly specified)	0.2%	8%	4%	10%	-3%	5%	-9%	4%[46.1 µM]

The final two compounds of the part before are carried over, then new ones follow.
compound	Epigenetic reg	ALDH1A1 inh	Tau fluor counter	aGal spleen mod	GAA glycogen mod	aGlu spleen mod	GAA inhib	NPSR antag
COc1ccc(C(CCN2CCCC(C)C2)c2c(OC)cc(OC)c3c(-c4ccccc4)cc(=O)oc23)cc1 (stereo unspecified)	1.1%	.	-18%	-6%&7%	-3%	2%&6%	.	?
NC[C@@]12CCCC1C1CCC2C1 (stereo partly specified)	0.2%	8%	4%	10%	-3%	5%	-9%	4%[46.1 µM]
CCOc1cc(-c2conc2N)cc(OCC)c1OCC	-1.0%	4%	6%	7%	-8%	4%	2%	8%[46.1 µM]
COc1ccc2nc(SCc3cccnc3)c(C#N)cc2c1	0.0%	2%	-2%	-8%	6%	-1%	-9%	-12%[46.1 µM]
O/N=C/c1cc(Cl)ccc1OCc1cccc2ccccc12	-1.9%	-2%	?	-4%	-7%	-7%	1%	-12%[46.1 µM]
COc1ccc(OC)c(NC(=O)C2CC(=O)N(CCc3ccccc3)C2)c1 (stereo unspecified)	1.4%	-6%	-4%	2%	2%	9%	3%	-10%
O=C(O)/C=C/C(=O)NCCc1ccc(Cl)cc1	-0.3%	.	7%	3%	4%	0%	.	2%[7.67 µM]
O=S(=O)(Nc1cccc2cccnc12)c1ccc(S(=O)(=O)N2CCCC2)cc1	-1.0%	?	-25%	-2%	-7%	-15%	?	?
CC1(c2ccccc2)CC(C)(C)N2C(=O)C(=O)c3cccc1c32 (stereo unspecified)	1.1%	0.5µM*	-13%	-2%	1%	-9%	-5%	-58%
CCOC(=O)c1cnc2ccc(C)cc2c1Sc1ccc(F)cc1	-1.0%	-11%	-19%	8%	18%	9%	?	?
CCN1C(=O)/C(=C\c2ccc(F)cc2)N=C1SCC(=O)NCc1ccco1	-1.0%	-8%	1%	-3%	2%	-8%	0%	-6%
CC(Nc1cc(N2CCCC2)ccc1[N+](=O)[O-])c1ccccc1 (stereo unspecified)	-1.1%	?	-17%	0%	12%	-3%	-1%	-22%[46.1 µM]
CC(C)[C@H](Nc1nc(-c2ccccc2)nc2c1oc1ccccc12)C(=O)O	-0.9%	1.1µM*	-1%	7%	7%	-5%	?	-9%[46.1 µM]
COc1ccccc1NCC(=O)NNC(C)C(=O)Nc1cccc(Cl)c1 (stereo unspecified)	-1.5%	3%	-17%	-4%	?	-1%	10%	3%

More compounds
compound	Epigenetic reg	ALDH1A1 inh	Tau fluor counter	aGal spleen mod	GAA glycogen mod	aGlu spleen mod	GAA inhib	NPSR antag
COC(=O)[C@H](CCSC)NC(=O)NCc1ccccn1	-0.5%	4%	-4%	4%	-11%	3%	-4%	1%[46.1 µM]
CCOC(=O)c1c(-c2ccccc2)csc1NC(=O)CSc1nnc(C)s1	0.3%	-7%	-24%	-4%	-13%	4%	2%	-9%
CCN(CC)CCNC(=O)c1ccc(NC(C)=O)cc1	1.2%&-1.2%&0.0%&1.9%	-4%&6%	3%&1%&3%&-9%	-5%&20%&-7%&3%	2%&7%	4%&0%&7%&-7%	-9%&-10%[15.4 µM]	24%
Cc1nc2nc(C)c(CCC(=O)Nc3ccc4c(c3)OCO4)c(C)n2n1	0.0%	8%	4%	-13%	7%	-3%	-2%	-5%[46.1 µM]
Cc1ccc(CCn2c3c(c4ccccc42)CN(C)CC3)cn1	-1.9%	?	3%	-16%	11%	-6%	-5%	2%[46.1 µM]
O=C(COC(=O)c1ccc(O)cc1)Nc1ccccc1-c1ccccc1	3.3%	?	-9%	0%	4%	-12%	3%	-12%
COc1ccc(S(=O)(=O)NC2CC(C)(C)NC(C)(C)C2)cc1C(C)C	-1.8%	.	?	-7%	8%	-2%	.	-11%
C[C@H](NC(=O)OC(C)(C)C)C(=O)N/N=C/c1ccc2nccnc2c1	0.1%	.	6%	-11%	5%	-12%	.	17%
O=C(O)c1ccc(CNc2ccccc2C(=O)O)cc1	0.0%	?	0%	-4%	-12%	4%	-2%	-4%[46.1 µM]
Cc1c(NC(=S)N/N=C/c2ccc(N(C)C)cc2)c(=O)n(-c2ccccc2)n1C	0.0%	?	6%	17%	?	15%	?	-3%
